Screening data deposited in PubChem by several laboratories.
MazF activator = activators of E. coli MazEF toxin-antitoxin RNase. activation, % at 20 µM. 0.32% of 350,000 active. P0AE70. FAM/BHQ RNA-DNA oligo cleavage fluorescence, 5 h; in the data active = activation above about 50%
Target sequence (P0AE70 whole entry, looked up): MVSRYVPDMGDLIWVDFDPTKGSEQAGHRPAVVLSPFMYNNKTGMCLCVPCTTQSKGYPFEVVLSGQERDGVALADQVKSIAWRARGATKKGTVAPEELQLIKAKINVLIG
Rv3671c inh = inhibitors of M. tuberculosis serine protease Rv3671c. inhibition, % at 5.96 µM. 0.048% of 320,000 active. P9WHR9. AID 2606; in the data active = inhibition above about 38%;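 also: extracellular domain of Rv3671c used as enzyme; 0% = enzyme with DMSO and 100% = no enzyme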
SSB-PriA inh = blocks PriA binding to SSB C-terminal tail. AlphaScreen SSBct-PriA binding, biotinylated peptide. 0.6% of 430,000 active. inhibition, % at 33 µM; in the data active = inhibition mostly above about 37%, no sharp cut-off; inactive = mostly below about 20%;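 also: plate controls were negative control peptide for no effect and reference peptide for full effect; strong numbers were not always called active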
BoNT A protease = inhibitors of Botulinum neurotoxin A light chain protease; AID 588499; 0.17% of 360,000 active; multiplex microsphere protease substrate cleavage, flow cytometry; inhibition, % at 10 µM; also: plate controls were buffer without enzyme for full effect and enzyme alone for no effect
CCHFV vOTU inh = CCHFV vOTU protease inhibition; Pep-AMC fluorescence; inhibition, % at 11.5 µM; 0.55% of 370,000 active; AID 651958; in the data active = inhibition above about 30%; also: 0% = vehicle wells with enzyme and 100% = no enzyme wells
3CLpro inhibitor = SARS-CoV 3CLpro protease inhibition; 0.14% of 290,000 active; AID 1706; P0C6X7; recombinant SARS-CoV 3CLpro, quenched FRET peptide cleavage; inhibition, % at 6 µM; in the data active = inhibition above about 12%
VHR inh abs = DUSP3 (human) phosphatase inhibition | 0.52% of 290,000 active | inhibition, % at 13.3 µM | recombinant VHR phosphatase, pNPP absorbance | P51452; in the data active = inhibition above about 50%; also: some compounds called inactive have numbers as strong as hits
Target sequence (P51452 whole entry, looked up): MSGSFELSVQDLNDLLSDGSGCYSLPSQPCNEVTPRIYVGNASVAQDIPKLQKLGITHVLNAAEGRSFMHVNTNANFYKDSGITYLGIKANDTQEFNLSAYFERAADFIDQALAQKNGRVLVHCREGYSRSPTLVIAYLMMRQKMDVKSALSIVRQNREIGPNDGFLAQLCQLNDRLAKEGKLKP
PrPC TRFRET = inhibitors of human cell surface prion protein PrPC; TR-FRET read-out; 0.43% of 370,000 active; P04156; inhibition, % at 13.8 µM; in the data active = inhibition above about 24%; also: 0% = median of the test wells and 100% = reference compound wells
BoNT-F LC inh = inhibitors of Botulinum neurotoxin F light chain protease; Multiplex microsphere protease cleavage assay, flow cytometry; inhibition, % at 10 µM; 0.22% of 360,000 active; AID 588497; in the data active = inhibition above about 35%, passing the limit was not always enough; inconclusive = no clear call, values can overlap the other calls; also: plate controls were buffer without enzyme for full effect and enzyme alone for no effect
Anthrax LF inh2 = blocks Bacillus anthracis lethal factor protease; P15917; multiplex microsphere protease cleavage assay, LF; inhibition, % at 10 µM; 0.12% of 360,000 active; also: plate controls were buffer without enzyme for full effect and enzyme alone for no effect
Target sequence (P15917 whole entry, looked up): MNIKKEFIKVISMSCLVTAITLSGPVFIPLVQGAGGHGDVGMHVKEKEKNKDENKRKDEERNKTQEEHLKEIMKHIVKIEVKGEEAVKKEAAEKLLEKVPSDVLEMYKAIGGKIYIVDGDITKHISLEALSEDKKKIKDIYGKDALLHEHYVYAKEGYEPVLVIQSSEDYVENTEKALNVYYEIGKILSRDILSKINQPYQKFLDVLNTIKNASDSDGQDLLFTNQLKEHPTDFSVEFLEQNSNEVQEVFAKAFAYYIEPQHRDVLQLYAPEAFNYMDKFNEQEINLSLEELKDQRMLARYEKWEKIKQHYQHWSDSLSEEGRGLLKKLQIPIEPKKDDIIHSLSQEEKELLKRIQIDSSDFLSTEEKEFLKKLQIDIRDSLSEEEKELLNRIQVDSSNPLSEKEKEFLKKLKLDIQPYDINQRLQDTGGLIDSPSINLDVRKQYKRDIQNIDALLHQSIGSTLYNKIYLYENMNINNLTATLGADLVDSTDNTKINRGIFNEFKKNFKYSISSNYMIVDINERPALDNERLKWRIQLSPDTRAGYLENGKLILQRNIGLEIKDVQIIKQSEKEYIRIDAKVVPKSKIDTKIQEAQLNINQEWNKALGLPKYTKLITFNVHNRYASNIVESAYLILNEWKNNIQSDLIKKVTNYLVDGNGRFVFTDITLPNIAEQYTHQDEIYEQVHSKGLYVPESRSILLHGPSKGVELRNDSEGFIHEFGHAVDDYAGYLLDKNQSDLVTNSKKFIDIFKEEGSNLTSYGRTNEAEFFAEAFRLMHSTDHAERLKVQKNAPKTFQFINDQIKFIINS
* marks the source's active call; other numbers are inactive results; ? = inconclusive; . = no result given. Rule as the data show it, unless noted: active = inhibition above about 30%; inconclusive = no clear call, values can overlap the other calls; inactive = below that. This is a subset (hit frequency here may not be typical).

| compound | MazF activator | Rv3671c inh | SSB-PriA inh | BoNT A protease | CCHFV vOTU inh | 3CLpro inhibitor | VHR inh abs | PrPC TRFRET | BoNT-F LC inh | Anthrax LF inh2 |
| --- | --- | --- | --- | --- | --- | --- | --- | --- | --- | --- |
| COC(=O)C1C/C(=N\NS(=O)(=O)c2ccc(C)cc2)c2ccsc2C1 (centres undefined) | -6 | -3 | . | -0.7 | 4 | 0 | -8 | 0 | -7 | -1 |
| COc1ccc(C(=O)Nc2ccccc2C(=O)NCc2ccco2)cc1 | -5 | -5 | -1 | -0.6 | 17 | -4 | 26 | 0 | -3 | -1 |
| C=C1CCN([C@@H](C)C(=O)OCc2ccc(C)cc2)S(=O)(=O)c2ccccc21 | -4 | 5 | -14 | 0.1 | -3 | . | 14 | 6 | 0 | -5 |
| C/C=N/NC(=O)CCCC(=O)N/N=C/C | 3 | -9 | . | -0.4 | 11 | 5 | -12 | 5 | -3 | 1 |
| O=C(NCc1cccnc1)/C(=C/c1ccc(-c2cccc(Cl)c2)o1)S(=O)(=O)c1ccccc1 | 2 | -22 | -4 | 0.0 | 7 | 1 | 10 | 0 | 2 | -4 |
| COc1ccc(NC(=O)N(C)C[C@@H]2OCc3cnnn3CCCC(=O)N([C@H](C)CO)C[C@H]2C)cc1 | 7 | . | . | 0.0 | 1 | . | . | -3 | 2 | -7 |
| CC1CCN(c2ccc(S(=O)(=O)NC3=NCCCCC3)cc2[N+](=O)[O-])CC1 | 8 | 0 | 21 | -1.2 | 6 | 8 | 9 | -8 | 1 | -7 |
| CC(C)c1ccc(/C=C2\SC(=O)N(CC(=O)NC3CCS(=O)(=O)C3)C2=O)cc1 (centres undefined) | 0 | -5 | -20 | -0.5 | 17 | 1 | 17 | -15 | 0 | -1 |
| CN(C)C(=O)c1cccn(Cc2ccc(C(F)(F)F)cc2)c1=O | 3 | 8 | -2 | -0.1 | 5 | -2 | 3 | 4 | -10 | -2 |
| Cc1nc2c(-c3ccc(F)cc3)c(C)nn2c(C)c1CCC(=O)N1CCN(c2ccccc2)CC1 | -5 | -1 | -4 | -0.1 | -3 | -5 | 21 | -6 | 1 | 0 |
| COc1ccc(CNC(=O)CCCCCNC(=O)N2CCn3c2nc2ccccc23)cc1 | 8 | 0 | -1 | 1.4 | 8 | -2 | 30 | -3 | 2 | -2 |
| CCN(CC)C(=O)Cn1c(=O)n(CCC(=O)Nc2ccc(F)cc2)c(=O)c2sccc21 | 6 | 1 | -13 | -3.1 | 3 | 0 | 6 | -2 | -7 | 2 |
| C=CCNc1nc2cc(-c3ccccc3C)sc2c(=O)n1C | . | . | . | 0.1 | 14 | . | . | 12 | -3 | 5 |
| CCCNC(=O)NC(=O)CSc1ccc(C)cc1C | -5 | 13 | -6 | 0.8 | -6 | 2 | 30 | 4 | -1 | 1 |
| COCC1CCN(C(=O)CCc2nnc(CCCCc3ccccc3)o2)CC1 | 16 | 0 | -3 | -0.1 | -8 | 1 | 35 | 3 | 0 | 0 |

One compound at a time (already shown). Order of screens: MazF activator, Rv3671c inh, SSB-PriA inh, BoNT A protease, CCHFV vOTU inh, 3CLpro inhibitor, VHR inh abs, PrPC TRFRET, BoNT-F LC inh, Anthrax LF inh2
Listed for C=C1CCN([C@@H](C)C(=O)OCc2ccc(C)cc2)S(=O)(=O)c2ccccc21 = -4, 5, -14, 0.1, -3, ., 14, 6, 0, -5
Listed for CC(C)c1ccc(/C=C2\SC(=O)N(CC(=O)NC3CCS(=O)(=O)C3)C2=O)cc1 (centres undefined) = 0, -5, -20, -0.5, 17, 1, 17, -15, 0, -1
Listed for O=C(NCc1cccnc1)/C(=C/c1ccc(-c2cccc(Cl)c2)o1)S(=O)(=O)c1ccccc1 = 2, -22, -4, 0.0, 7, 1, 10, 0, 2, -4

More results follow:
| compound | MazF activator | Rv3671c inh | SSB-PriA inh | BoNT A protease | CCHFV vOTU inh | 3CLpro inhibitor | VHR inh abs | PrPC TRFRET | BoNT-F LC inh | Anthrax LF inh2 |
| --- | --- | --- | --- | --- | --- | --- | --- | --- | --- | --- |
| N#Cc1cc([N+](=O)[O-])ccc1NC(=O)COC(=O)CC1CCCC1 | 2 | -7 | 29 | . | . | 2 | 7 | . | . | . |
| CC(=O)c1sc(NC(C)c2ccccc2)nc1C (centres undefined) | 16 | 12 | 1 | 1.8 | 4 | 3 | 12 | -3 | 4 | -1 |
| O=C(NCCc1ccc(Cl)cc1)C1CCN(c2cnccn2)CC1 | 4 | -1 | -1 | 1.8 | 2 | 0 | 24 | -1 | 1 | -2 |
| Cn1cc(CC(=O)NCc2ccc(F)cc2)c2ccccc21 | 4 | -5 | 5 | 1.2 | 9 | -2 | -22 | 9 | -10 | -9 |
| COc1ccc(C2/C=C\CC(NS(=O)(=O)c3ccc(C)cc3)CC(=O)N2Cc2ccccc2F)cc1 (centres undefined) | -1 | . | -17 | -0.6 | . | . | . | . | -1 | -1 |
| COC(=O)[C@]12CCCCC=C1N(Cc1ccccc1)C(=O)[C@H](CC(=O)NCc1ccc(C)o1)C2 | . | . | . | 0.6 | -1 | . | . | 2 | 2 | 1 |
| O=C(COc1cc2oc(=O)c3c(c2cc1Cl)CCC3)NCC(O)c1ccccc1 (centres undefined) | 27 | -2 | -2 | 1.5 | 5 | -5 | 11 | -4 | 6 | -1 |
| COc1ccc(CCNC(=O)c2nnn(-c3ccccc3OC)c2N)cc1OC | 4 | 4 | -8 | -0.6 | 1 | 1 | 40 | -4 | -9 | -7 |
| Cc1cc(C)c2nc(C(F)(F)F)nc(N3CCN(C(=O)c4ccco4)CC3)c2c1 | -2 | -12 | -13 | -0.7 | -7 | 0 | 1 | -4 | 8 | -3 |
| CC(=O)c1c(O)cc(C)n(Cc2ccccc2)c1=O | -4 | 3 | -4 | -0.7 | 6 | 2 | . | 10 | -5 | -1 |
| Cc1ccccc1Cn1cc(NC(=O)c2cc(C3CC3)on2)cn1 | -8 | 1 | -5 | -0.8 | -9 | 2 | -6 | 21 | 0 | -7 |
| Cc1c(N=Nc2c(-c3ccc([N+](=O)[O-])cc3)[nH]n(C(N)=S)c2=O)cccc1[N+](=O)[O-] | -11 | . | 5 | -2.2 | 3 | 3 | . | -2 | -4 | -6 |
| Nc1ccccc1Nc1c(F)c(F)nc(F)c1Cl | 2 | -6 | 39* | -0.9 | 5 | -2 | -26 | 0 | -11 | 7 |
| COc1ccc(-c2nnc(SCC(=O)Nc3cccnc3Cl)n2C)cc1 | 8 | -3 | 3 | -64 | 2 | . | . | 0 | -84 | -7 |
| CC1CN=C(NCCc2ccccc2)S1 (centres undefined) | 8 | -2 | 1 | 0.0 | -20 | -3 | 6 | -5 | -4 | -4 |
| CC(C)Oc1ccc(/C(O)=C2/C(=O)C(=O)N(CCN3CCNCC3)C2c2ccc(C(C)C)cc2)cc1 (centres undefined) | 6 | -5 | . | 1.0 | -9 | 3 | 32 | -2 | 0 | 5 |
| O=C(COc1cccc2cccnc12)NCc1cccs1 | 6 | -4 | -2 | 0.0 | 3 | 3 | -4 | -4 | -1 | 2 |
| Cc1ccccc1C(=O)NCCCNC(=O)c1ccco1 | -3 | -7 | 3 | 3.4 | -1 | 4 | 10 | 1 | 4 | 1 |
| O=C(N/N=C/c1ccccc1O)C1SCCCS1 | 3 | 1 | . | -0.1 | 0 | 0 | 26 | 7 | -2 | -5 |
| O=C(Nc1cccc(O)c1)c1ccc(Br)c(S(=O)(=O)N2CCCCC2)c1 | 9 | 5 | -2 | -4.0 | -6 | 2 | 9 | 1 | -6 | -3 |
| COc1cccc(CNC(=O)C2CCN(C(=O)N(C)C)CC2)c1 | 1 | 8 | -2 | 0.2 | -6 | 1 | -11 | 0 | -2 | -1 |
| COC(=O)c1ccc(C(=O)OC)c(NC(=S)N2CCCC(C)C2)c1 (centres undefined) | -7 | -2 | -4 | 0.0 | -17 | -7 | -8 | -1 | -6 | 0 |
| O=C(CCc1nnc(C2(c3ccc(Cl)cc3)CCC2)o1)N1CCCC(O)C1 (centres undefined) | 7 | 4 | 3 | 2.0 | -2 | -2 | 4 | 3 | 3 | 0 |
| Cc1ccccc1N1C(=O)CC(N2CCN(C(=O)c3ccco3)CC2)C1=O (centres undefined) | 0 | 0 | -3 | 2.4 | 8 | 4 | -7 | -3 | 0 | 1 |
| S=C(NC1CCCCC1)N1CCn2cccc2C1c1cccnc1 (centres undefined) | 1 | -1 | 15 | -0.2 | 0 | 8 | 27 | 0 | -9 | -8 |
| COc1ccc(NC(=O)c2ccc3[nH]c(C)c(C)c3c2)c(OC)c1 | 8 | 1 | 4 | -0.7 | 12 | 0 | -4 | 3 | -26 | -1 |
| C=CCOC(=O)C(=O)/C=C/c1coc2ccccc2c1=O | -39 | 2 | 3 | -0.4 | -7 | 3 | 16 | 2 | 3 | -3 |
| Cc1cccc(Nc2nnc(SCC(=O)Nc3ccccc3[N+](=O)[O-])s2)c1C | 3 | -5 | 29 | 0.5 | 6 | 1 | 11 | -2 | -2 | 0 |
| c1cncc(-c2nnc3sc(-c4ccco4)nn23)c1 | -6 | -4 | 1 | -0.8 | 2 | 6 | 33 | -14 | 0 | 13 |
| Cc1ccc2c(c1)C(=O)C(=O)N2CC1COc2ccccc2O1 (centres undefined) | -6 | -6 | 10 | 2.4 | -5 | 7 | -4 | -10 | 8 | 6 |
| CCOc1ccccc1CN1C2CCC1CC(c1ccc(C)cc1)C2 (centres undefined) | 6 | 0 | -16 | -0.7 | -10 | -1 | 9 | 2 | 15 | -10 |
| COc1ccc(-c2[nH]c(-c3ccc(F)cc3)nc2SCC(=O)NCc2ccco2)cc1OC | -2 | -7 | 3 | -0.5 | -7 | -2 | -16 | 2 | -1 | 1 |
| CC1(C)CC(=O)C=C(NCCN2CCN(C(=S)Nc3ccc(F)cc3)CC2)C1 | 2 | 3 | -5 | ? | -3 | -3 | 4 | 0 | ? | -2 |
| CCOC1=C2[C@H](c3ccccc3)N(S(=O)(=O)c3ccccc3)C[C@H]2n2c(=O)n(-c3ccccc3)c(=O)n2C1 | . | . | . | 0.1 | 1 | . | . | 11 | -7 | -5 |
| CCCc1cc(=O)[nH]c(SCC(=O)Nc2cc(S(=O)(=O)N3CCOCC3)ccc2N(CC)CC)n1 | 10 | 1 | 5 | 0.1 | 14 | . | . | -7 | 3 | -5 |
| O=C(Cn1cc2c(n1)CCCCC2)N1CCCCC1 | 4 | 0 | 5 | -0.7 | -2 | -1 | -1 | 4 | -4 | -5 |
| O=C(Nc1c(S(=O)(=O)c2ccccc2)csc1Br)c1ccccc1Cl | 9 | 2 | -5 | -0.2 | -3 | -1 | 31 | 8 | -19 | -12 |
| CCOC(=S)N/C(=N\S(=O)(=O)c1ccc(C)cc1)c1ccccc1 | 19 | 4 | . | 0.8 | -6 | 4 | -4 | 0 | -3 | -6 |
| Cc1csc(N2CCCC2=O)n1 | -3 | 4 | -17 | -0.1 | 13 | -3 | -1 | -11 | -3 | 0 |
| CC1(C)CN(CCc2ccccc2)C(=O)[C@H]1CC(=O)Nc1ccc(Br)cc1 | -4 | . | . | -0.1 | 22 | . | . | 13 | -7 | 2 |
| Cc1cc2oc(C(=O)NCc3ccccc3)cc(=O)c2cc1C | -11 | 3 | 5 | -0.7 | 3 | -2 | -2 | -6 | -12 | -1 |
| CC1CCc2c(sc(NC(=O)c3cccs3)c2C(=O)O)C1 (centres undefined) | -5 | -12 | 6 | -0.6 | 7 | 7 | -2 | 6 | -17 | -10 |
| CC(C)Oc1ccc(C2NC(=O)c3ccccc3O2)cc1 (centres undefined) | -1 | 0 | 3 | 0.6 | -7 | -3 | 2 | 4 | ? | 2 |
| O=C(Nc1cccc(-n2cnnn2)c1)c1cc2ccccc2o1 | -8 | -35 | -19 | -2.5 | 1 | -3 | 44 | 3 | -1 | -1 |
| C/C(CC(=O)Nc1ccc(N(C)C)cc1)=N\NC(=O)c1ccc(Cl)cc1 | 3 | -3 | . | 0.7 | -7 | 2 | 7 | 12 | 2 | 7 |
| COc1cc(NC(=O)Cc2nn(C)c(=O)c3ccccc23)cc(OC)c1 | 8 | 9 | -9 | -0.1 | 0 | 2 | 0 | 8 | ? | -8 |
| COC(=O)c1ccc(CSc2nc(C)nc3c2c(=O)n(C)c(=O)n3C)o1 | 17 | 3 | -4 | 0.1 | 8 | . | 25 | 5 | -2 | 0 |
